BLM inh – inhibitors of human Bloom syndrome helicase BLM; P54132; recombinant BLM DNA unwinding, fluorescence dequenching; Potency, µM (series often up to 56.1 µM), for inactives: top-dose activity change, negative = inhibition, hits mostly inhibitors; 0.2% of 350,000 active; AID 2528;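 also: plate controls were vehicle for no effect and no enzyme for full effect; nearly all actives have a fitted effect of over 35% in size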
Apoferritin bind – binds horse apoferritin like a general anesthetic; AID 485281; apoferritin/1-aminoanthracene competitive binding, fluorescence; P02791; 0.074% of 350,000 active; Potency, µM (series often up to 77.5 µM), for the others: at the highest dose activity change, negative = displacement, most hits filed as inhibitors; also: % is scaled to controls: 0 for no effect and ±100 for the full control effect; nearly all actives have a fitted effect of over 20% in size
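Concentration-response curves derived by four-parameter Hill fitting of normalized fluorescence, where compounds displaced 1-AMA from 10 uM horse apoferritin following a brief 10 min room-temperature incubation; propofol titration acted as positive control.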
Pol kappa inh – inhibitors of human DNA polymerase kappa; purified Pol kappa, fluorescent DNA synthesis assay, 10 min; Q9UBT6; Potency, µM (doses to about 107 µM), for inactives: top-dose activity, negative = inhibition, hits mostly inhibitors; 0.53% of 400,000 active; also: % is scaled to controls: 0 for no effect and ±100 for the full control effect
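Here, compound and 10 nM enzyme are combined for 15 min at room temperature; adding 50 nM substrate (final) starts DNA synthesis, tracked by fluorescence at 0 and 10 min against buffer-only wells.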
POLB inh – DNA polymerase beta (human) inhibition; P06746; 1.3% of 340,000 active; Potency, µM (series often up to 114 µM), without a hit: at the highest dose activity change, negative = inhibition, usual class: inhibitors; Pol beta primer extension/strand displacement, fluorescence kinetic; also: % is scaled to controls: 0 for no effect and ±100 for the full control effect
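Human Pol beta at 10 nM; strand-displacement substrate 50 nM final. Compound exposure 15 min at room temperature before start, reaction 10 min at room temperature.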
ALOX12 inh – ALOX12 (human) lipoxygenase inhibition; AID 1671190; purified 12hLO, xylenol orange hydroperoxide absorbance; Potency, µM (highest dose often 108 µM), without a hit: at the top dose activity change, negative = inhibition, actives largely listed as inhibitors; P18054; 1.1% of 580,000 active; also: % is scaled to controls: 0 for no effect and ±100 for the full control effect
Target sequence (P18054 whole entry, looked up): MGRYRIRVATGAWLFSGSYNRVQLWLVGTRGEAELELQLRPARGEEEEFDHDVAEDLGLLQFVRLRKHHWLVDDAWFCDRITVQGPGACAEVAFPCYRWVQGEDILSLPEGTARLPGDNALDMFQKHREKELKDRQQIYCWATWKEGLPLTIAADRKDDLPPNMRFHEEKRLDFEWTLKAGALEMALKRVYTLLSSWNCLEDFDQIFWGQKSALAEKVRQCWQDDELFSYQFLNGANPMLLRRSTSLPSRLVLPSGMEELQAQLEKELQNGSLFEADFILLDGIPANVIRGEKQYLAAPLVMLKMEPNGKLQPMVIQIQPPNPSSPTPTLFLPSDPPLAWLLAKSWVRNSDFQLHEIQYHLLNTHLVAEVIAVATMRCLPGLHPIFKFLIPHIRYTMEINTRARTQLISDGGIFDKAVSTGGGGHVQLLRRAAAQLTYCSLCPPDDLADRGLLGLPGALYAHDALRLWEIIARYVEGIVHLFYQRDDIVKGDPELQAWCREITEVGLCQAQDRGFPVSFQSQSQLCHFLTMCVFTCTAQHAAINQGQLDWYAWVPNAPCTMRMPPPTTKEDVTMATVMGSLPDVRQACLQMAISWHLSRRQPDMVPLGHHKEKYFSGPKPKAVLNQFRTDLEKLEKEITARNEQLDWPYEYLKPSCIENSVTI
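Purified human 12hLO at 150 nM in 25 mM Hepes, 0.01% Triton X-100, pH 7.0, preincubated 15 min at room temperature with compound. Reaction started with 40 uM arachidonic acid, 30 min at room temperature. Hydroperoxide measured by Fe-xylenol orange, 573/405 nm absorbance ratio.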
POLI inh – blocks human DNA polymerase iota activity; Pol iota fluorescent replication assay, 10 min; Potency, µM (titrated, usually from 115 µM), inactives show top-dose activity, negative = inhibition, actives largely listed as inhibitors; 1% of 390,000 active; AID 588590
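Pol iota at 10 nM preincubated 15 min with compounds at room temperature; reaction started with fluorescent substrate, 50 nM final. Fluorescence read kinetically at 0 and 10 min; buffer-only wells as negative control.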
APE1 inh – blocks human APE1 abasic DNA cleavage | recombinant APE1, TAMRA/BHQ-2 abasic DNA cleavage fluorescence | Potency, µM (top dose mostly 65.8 µM), inactives show at the highest dose activity change, negative = inhibition, usual class: inhibitors | AID 2517 | 0.35% of 350,000 active;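 also: plate controls were vehicle for no effect and reference inhibitor for full effect; nearly all actives have a fitted effect of over 55% in size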
Target sequence (P27695 whole entry, looked up): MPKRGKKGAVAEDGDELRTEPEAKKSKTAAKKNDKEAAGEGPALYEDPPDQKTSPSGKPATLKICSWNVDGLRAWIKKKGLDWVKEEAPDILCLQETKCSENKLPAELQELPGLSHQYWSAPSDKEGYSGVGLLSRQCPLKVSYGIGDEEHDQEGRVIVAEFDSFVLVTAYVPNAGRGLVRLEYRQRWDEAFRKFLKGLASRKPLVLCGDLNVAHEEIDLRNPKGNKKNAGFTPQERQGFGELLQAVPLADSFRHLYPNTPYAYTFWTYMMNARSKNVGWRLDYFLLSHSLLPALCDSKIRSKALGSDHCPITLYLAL
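APE1 at 0.75 nM final was preincubated with compound 15 min at room temperature, then 50 nM double-stranded THF abasic-site substrate (5'-TAMRA/3'-BHQ-2) was added. Fluorescence (ex 525/em 598 nm) was read kinetically; third-minus-first read gave activity.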
* marks the source's active call; other numbers are inactive results; u = inconclusive; x = not tested or not shown; & = joins results of further samples; [ ] = remark or other dose. Calls follow the shape of the dose curve; as a rule, active = well fitted curve in the direction sought with a large enough effect; inconclusive = small, poorly fitted or top-dose-only effect, or another doubt; inactive = no such curve, though single readings can be large; an effect the other way counts as inactive or inconclusive. Potency is read from the fitted curve at half-maximal effect.

SMILES	BLM inh	Apoferritin bind	Pol kappa inh	POLB inh	ALOX12 inh	POLI inh	APE1 inh
CC1=C2C3OC(=O)[C@H](C)[C@H]3CC[C@@]2(C)C=CC1=O (stereo partly specified)	-1%	x	-7%[19.4 µM]	x	x	x	1%
CN(C)C1C(=O)C(C(N)=O)=C(O)[C@@]2(O)C(=O)C3=C(O)c4c(O)cccc4[C@@](C)(O)C3C[C@@H]12 (stereo partly specified)	-1%	x	-12%[19.4 µM]	x	x	x	-13%
CCCCCCCCCCCC[N+](C)(C)CCOc1ccccc1	-15%	x	-18%[60.1 µM]	x	x	x	20%
ClC=C(Cl)Cl	-3%	x	5%[19.4 µM]	x	x	x	2%
COc1cc2c(cc1OC)-c1c(OC)c(OC)c(C=O)c3c1[C@H](C2)N(C)CC3	-10%	x	u	x	x	x	u
c1cncc([C@H]2CCCCN2)c1	3%	x	-9%[19.4 µM]	x	x	x	-2%
ClC(Cl)(Cl)Cl	-8%	x	-5%[60.1 µM]	x	x	x	-3%&-5%
COc1ccc2c(c1OC)C(=O)O[C@@H]2C1c2cc3c(cc2CCN1C)OCO3 (stereo partly specified)	-1%	x	-7%[19.4 µM]	x	x	x	-11%
C=C(C)C1Cc2c(ccc3c2OC2COc4cc(OC)c(OC)cc4C2C3=O)O1 (stereo unspecified)	-13%	x	-14%[60.1 µM]	x	x	x	-3%
C[C@@H](CO)NC(=O)[C@@H]1C=C2c3cccc4[nH]cc(c34)C[C@H]2N(C)C1	-11%	x	u	x	x	x	u
C=C[C@H]1CN2CC[C@H]1C[C@H]2c1[nH]c2ccccc2c1CCO	6%	x	-15%[19.4 µM]	x	x	x	-2%
ClCC1CO1 (stereo unspecified)	-3%	x	-4%[19.4 µM]	x	x	x	-1%
CN[C@@H]1C[C@@]2(C)O[C@@H]([C@@H]1OC)n1c3ccccc3c3c4c(c5c6ccccc6n2c5c31)C(=O)NC4	x	193%[activator]	-4%[19.4 µM]	x	x	x	-11%
NC(=O)CNC(=O)[C@H](Cc1ccccc1)NC(=O)[C@H](CCCN=C(N)N)NC(=O)[C@@H](N)Cc1ccc(O)cc1	x	-5%	6%[19.4 µM]	x	x	x	-8%
CCCCCCCCCCCCCC(=O)O[C@@H]1[C@@H](C)[C@@]2(O)[C@H](C=C(CO)C[C@]3(O)C(=O)C(C)=C[C@@H]23)[C@@H]2C(C)(C)C12OC(C)=O (stereo partly specified)	x	-20%	u	x	x	x	19%
CC[C@@H]1/C=C/C=C/C[C@H](C)[C@@H](O)[C@](C)(O)C(=O)[C@H](C)[C@@H](O)[C@H](C)C(=O)[C@H](C)[C@@H](O)[C@H](C)/C=C/C(=O)O[C@H]2[C@@H](C)[C@@H](CC1)O[C@@]1(CC[C@@H](C)[C@@H](C[C@H](C)O)O1)[C@@H]2C	x	-8%	-13%[19.4 µM]	x	x	x	3%
O=C(CO)[C@@H](O)C(O)[C@@H](O)CO (stereo partly specified)	3%	7%	14%[60.1 µM]	x	x	x	x
CC(=O)OC1C[C@H](O[C@@H]2C(O)C[C@H](O[C@@H]3C(O)C[C@@H](OC4CC[C@]5(C)C(CCC6C5CC(O)[C@@]5(C)C(C7=CC(=O)OC7)CC[C@@]65O)C4)OC3C)OC2C)O[C@H](C)[C@H]1O[C@H]1OC(CO)C(O)C(O)C1O (stereo partly specified)	2%	-5%	4%[60.1 µM]	x	x	x	x
CN(C)C(=O)Oc1cc(OC(=O)N(C)C)cc([C@@H](O)CNC(C)(C)C)c1	1%[21.4 µM]	-13%[29.3 µM]	2%[12 µM]	x	x	x	x
C=CC[N+]1(C)CCC23c4c5ccc(O)c4O[C@H]2C(=O)CC[C@@]3(O)C1C5 (stereo partly specified)	32%[activator]	-8%	1%[19.4 µM]	x	x	x	x
C=C1CC2C(CC[C@]3(C)C(=O)CCC23)[C@]2(C)C=CC(=O)C=C12 (stereo partly specified)	-12%	-10%	-6%[60.1 µM]	x	x	x	x
C[C@@H]1O[C@H](O[C@@H]2C=C3CC[C@H]4[C@@H](CC[C@]5(C)[C@@H](c6ccc(=O)oc6)CC[C@]45O)[C@@]3(C)CC2)[C@@H](O)[C@H](O)[C@@H]1O	4%[21.4 µM]	-3%[29.3 µM]	-8%[12 µM]	x	x	x	x
CC(=O)[C@H]1CC[C@H]2C3CC[C@H]4C[C@H](O)CC[C@]4(C)C3CC[C@]12C (stereo partly specified)	-1%	-2%	2%[19.4 µM]	x	x	x	x
C[N+]1([O-])[C@@H]2CC[C@H]1CC(OC(=O)[C@@H](CO)c1ccccc1)C2 (stereo partly specified)	5%[21.4 µM]	2%[29.3 µM]	2%[12 µM]	x	x	x	x
O=C1C=C2C=CC3C[C@@]2(O1)C1CCCCN31 (stereo partly specified)	-3%	-2%	6%[19.4 µM]	x	x	x	x
Next section
SMILES	BLM inh	Apoferritin bind	Pol kappa inh	POLB inh	ALOX12 inh	POLI inh	APE1 inh
N[C@H]1C[C@H]1c1ccccc1	4%[21.4 µM]	2%[29.3 µM]	-5%[12 µM]	x	x	x	x
COc1cc(C=C(C#N)C#N)cc(O)c1O	x	x	x	-11%[57.1 µM]	x	u	-6%
CCCN1CCC[C@@H]2Cc3n[nH]cc3C[C@H]21	x	x	x	14%[57.1 µM]	x	-3%[58.9 µM]	-8%
CN1C[C@@H](CS(=O)(=O)N(C)C)C[C@@H]2c3cccc4c3c(cn4C)C[C@H]21	x	x	x	7%[57.1 µM]	x	2%[58.9 µM]	2%
N#CC(=Cc1ccc(O)c(O)c1)C(N)=S	x	x	x	2.8µM*	x	6.3µM*	u
CCC(CO)NC(=O)[C@@H]1C=C2c3cccc4[nH]cc(c34)C[C@H]2N(C)C1 (stereo partly specified)	x	x	x	-8%[57.1 µM]	x	32µM*	-7%
C[C@]12CC[C@H]3[C@@H](CCC4C[C@H](O)CC[C@@]43C)[C@@H]1CC[C@@H]2O (stereo partly specified)	x	x	x	-13%[57.1 µM]	x	-12%[58.9 µM]	-2%
CC(=O)O[C@H]1C[C@@H]2CCC3C(CC[C@@]4(C)[C@H]3C[C@H]([N+]3(C)CCCCC3)[C@@H]4OC(C)=O)[C@@]2(C)C[C@@H]1[N+]1(C)CCCCC1 (stereo partly specified)	x	x	x	17%[57.1 µM]	x	4%[58.9 µM]	17%
CC(=O)Nc1ccc(OC(=O)N2CCN(/[N+]([O-])=N/Oc3ccc([N+](=O)[O-])cc3[N+](=O)[O-])CC2)cc1	x	x	5%	x	x	u	x
ClCCN(CCCl)c1ccc(/C=C/c2sc3ccccc3[n+]2CCCCI)cc1	x	x	28µM*	x	x	89µM*	x
C=CCN1C(=O)C2(C(C(=O)OC)=C(N)Oc3c2c(=O)oc2ccccc32)c2ccccc21 (stereo unspecified)	x	x	-16%	x	x	-21%	x
NCC(=O)c1cccc([N+](=O)[O-])c1	x	x	6%	x	x	34%[activator]	x
Oc1c(C(Nc2cccnc2)c2ccccc2F)ccc2cccnc12 (stereo unspecified)	x	x	0%	x	x	51%[activator]	x
CC1(C)N([O])C(c2ccc(C(=O)O)cc2)=[N+]([O-])C1(C)C	x	x	-4%	x	x	23%	x
N#Cc1ncc(Br)cn1	x	x	7%	x	x	31%[activator]	x
O=C(CCl)c1ccc(O)c(O)c1	x	x	-13%	x	x	12%	x
Cc1ccc(C(=O)CN2CCOCC2)cc1	x	x	3%	x	x	13%	x
COc1cc2nc(N3CCCN(C)CC3)nc(N(C)C3CCN(C)CC3)c2cc1OC	x	x	-15%	x	x	-28%	x
O=C(CI)c1ccc(Cl)cc1	x	x	7%	x	x	2%	x
COc1cccc(OC)c1-c1nn2c(-c3n[nH]c4c3CCC4)nnc2s1	x	x	79µM*	x	x	5µM*	x
O=[N+]([O-])c1ccc(Cl)c(Cl)c1	x	x	-4%	x	x	1%	16%
[Hg+][c]1ccccc1	3%	x	2%[19.4 µM]	x	x	14µM*	x
CC12NC(Cc3ccccc31)c1ccccc12 (stereo unspecified)	x	x	-10%[60.1 µM]	12%[57.1 µM]	x	-7%[58.9 µM]	x
COC(=O)C1C(c2ccccc2)CC2CCC1N2C (stereo unspecified)	x	x	x	x	1%	x	x
Clc1cccc(NC2=NCCS2)c1	x	x	x	x	2%	x	x
(continued)
SMILES	BLM inh	Apoferritin bind	Pol kappa inh	POLB inh	ALOX12 inh	POLI inh	APE1 inh
Fc1cccc(-c2ccc3c(c2)CNCc2cnnn2-3)c1	x	x	x	x	-25%	x	x
CC(C)S(=O)(=O)N1CC[C@@H]2COCCN(C)[C@@H]2C1	x	x	x	x	57%[activator]	x	x
Clc1ccc(N2CCN(CC3[C@H]4CNC[C@@H]34)CC2)nc1 (stereo partly specified)	x	x	x	x	32µM*	x	x
Cc1ncoc1C(=O)NCC1=C(c2cccc3ccccc23)C[C@@H]2CC[C@H]1N2Cc1ccco1	x	x	x	x	-20%	x	x
COc1cc2c(cc1-c1ccc(O)c(F)c1)NC(=O)C21CCN(C(C)=O)CC1	x	x	x	x	17%[176 µM]	x	x
Cc1noc(C)c1CN1CCCCC1c1cccnc1 (stereo unspecified)	x	x	x	x	2%	x	x
CN1CCC(N2C[C@@H]3OCC(=O)N[C@@H]3C2)CC1	x	x	x	x	24%[176 µM]	x	x
CCC(c1nnnn1C1CCCCC1)N1CCC2(CC1)C(=O)NCN2c1ccccc1 (stereo unspecified)	x	x	x	x	-22%	x	x

Structures above that contain an aryl methoxy group, in the order listed:
SMILES	BLM inh	Apoferritin bind	Pol kappa inh	POLB inh	ALOX12 inh	POLI inh	APE1 inh
COc1cc2c(cc1OC)-c1c(OC)c(OC)c(C=O)c3c1[C@H](C2)N(C)CC3	-10%	x	u	x	x	x	u
COc1ccc2c(c1OC)C(=O)O[C@@H]2C1c2cc3c(cc2CCN1C)OCO3 (stereo partly specified)	-1%	x	-7%[19.4 µM]	x	x	x	-11%
C=C(C)C1Cc2c(ccc3c2OC2COc4cc(OC)c(OC)cc4C2C3=O)O1 (stereo unspecified)	-13%	x	-14%[60.1 µM]	x	x	x	-3%
COc1cc(C=C(C#N)C#N)cc(O)c1O	x	x	x	-11%[57.1 µM]	x	u	-6%
COc1cc2nc(N3CCCN(C)CC3)nc(N(C)C3CCN(C)CC3)c2cc1OC	x	x	-15%	x	x	-28%	x
COc1cccc(OC)c1-c1nn2c(-c3n[nH]c4c3CCC4)nnc2s1	x	x	79µM*	x	x	5µM*	x
COc1cc2c(cc1-c1ccc(O)c(F)c1)NC(=O)C21CCN(C(C)=O)CC1	x	x	x	x	17%[176 µM]	x	x

These rows are one share of the data; the hit share may differ from the screen's.
